High-throughput results deposited in PubChem by National Center for Advancing Translational Sciences (NCATS).
TRb-SRC2 inh – disrupts binding of human TR beta to SRC2; P10828; Potency, µM (top dose mostly 106 µM), without a hit: at the top dose activity change, negative = inhibition, hits mostly inhibitors; hit rate 0.065% among 280,000; TRbeta-SRC2 peptide binding, fluorescence polarization; receptor liganded with 1 µM T3;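 also: plate controls were bound peptide for no effect and peptide without receptor for full effect; nearly all actives have a fitted effect of over 50% in size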
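Polarization signal, normalized between peptide-alone and full complex controls, measured compound effects on T3-liganded human TRb LBD (0.6 uM) binding 20 nM Texas Red SRC2 peptide after 5 hr.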
TexasRed fluor – alters Texas Red total fluorescence, flagging assay interference | TRb/SRC2 Texas Red total fluorescence interference | Potency, µM (highest dose often 106 µM), for the others: at the highest dose fluorescence change, negative = quenching | hit rate 0.29% among 280,000; active = well fitted curve in either direction with a large enough effect; inconclusive = small, poorly fitted or top-dose-only effect
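Human TRb ligand-binding domain at 0.6 uM with 20 nM Texas Red SRC2 peptide in Tris buffer containing 1 uM T3 and 5% DMSO, incubated with compound 5 h at ambient temperature. Total fluorescence (555/632 nm) calculated as parallel + 2 × perpendicular.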
L3MBTL1 inh – blocks human L3MBTL1 | Potency, µM (doses to about 57.1 µM), for inactives: at the top dose activity, negative = inhibition, usual class: inhibitors | AID 485360 | hit rate 0.66% among 230,000 | AlphaScreen L3MBTL1–H3K9me1 peptide binding | Q9Y468; also: nearly all actives have a fitted effect of over 60% in size
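L3MBTL1 50 nM + b-AHA-H3(1-15)K9me1 75 nM, 30 min RT; compound added, 30 min RT; streptavidin donor/Ni-chelate acceptor beads 10 ug/mL each final, 30 min RT dark; AlphaScreen read.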
GLA spleen mod – inhibitors or activators of human alpha-galactosidase in spleen homogenate; human spleen homogenate, 4MU-alpha-Gal fluorescence, 40 min; Potency, µM (top dose mostly 80 µM), for inactives: top-dose activity change, negative = inhibition, most hits filed as inhibitors; hit rate 0.008% among 240,000;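 also: 0% = enzyme with vehicle and -100% = no enzyme basal signal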
Target sequence (P06280 32-429 limits assumed): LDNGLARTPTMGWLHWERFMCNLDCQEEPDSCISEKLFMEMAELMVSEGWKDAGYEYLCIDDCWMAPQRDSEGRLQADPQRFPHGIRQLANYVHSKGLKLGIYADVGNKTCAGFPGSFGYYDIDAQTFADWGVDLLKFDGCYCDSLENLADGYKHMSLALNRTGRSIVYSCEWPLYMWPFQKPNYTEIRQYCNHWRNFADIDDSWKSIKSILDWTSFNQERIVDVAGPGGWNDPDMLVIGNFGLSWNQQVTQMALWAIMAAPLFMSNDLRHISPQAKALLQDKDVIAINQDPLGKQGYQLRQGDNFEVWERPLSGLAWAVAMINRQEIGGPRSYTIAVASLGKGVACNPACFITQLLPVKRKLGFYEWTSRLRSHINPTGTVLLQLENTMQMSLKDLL
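Inhibition or activation of alpha-galactosidase in human spleen homogenate is scored by 4-MU fluorescence after 40 min at 37C, pH 5.0, with 1 mM substrate. AC50s come from concentration-response fitted to the Hill equation.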
Tau fluor cs – counter-screen for tau fibril formation inhibitors; tau K18 P301L Alexa594 fluorescence, heparin fibrillization; Potency, µM (top dose mostly 57.7 µM), inactives show at the top dose activity change, negative = decrease; hit rate 0.93% among 280,000; AID 1463; also: nearly all actives have a fitted effect of over 55% in size
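Human tau K18 P301L (15 uM unlabeled, 0.24 uM Alexa 594-labeled) in 100 mM sodium acetate pH 7 with 20 uM heparin, 6 hr at 37 C. ThT 30 uM added, 1 hr ambient; Alexa 594 FP and total fluorescence read at 555/632 nm.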
ALDH1A1 inh – ALDH1A1 (human) enzyme inhibition. P00352. Purified ALDH1A1, NADH fluorescence, propionaldehyde substrate. Potency, µM (series often up to 75.3 µM), for inactives: at the top dose activity, negative = inhibition, hits mostly inhibitors. hit rate 7.3% among 220,000; active = well fitted inhibition curve with a large enough effect, not every such curve was filed as active; inconclusive = small, poorly fitted or top-dose-only effect, or another doubt; inactive = no such curve, though single readings can be large or run the other way;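 also: plate controls were no enzyme wells and a reference inhibitor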
Target sequence (P00352 whole entry, looked up): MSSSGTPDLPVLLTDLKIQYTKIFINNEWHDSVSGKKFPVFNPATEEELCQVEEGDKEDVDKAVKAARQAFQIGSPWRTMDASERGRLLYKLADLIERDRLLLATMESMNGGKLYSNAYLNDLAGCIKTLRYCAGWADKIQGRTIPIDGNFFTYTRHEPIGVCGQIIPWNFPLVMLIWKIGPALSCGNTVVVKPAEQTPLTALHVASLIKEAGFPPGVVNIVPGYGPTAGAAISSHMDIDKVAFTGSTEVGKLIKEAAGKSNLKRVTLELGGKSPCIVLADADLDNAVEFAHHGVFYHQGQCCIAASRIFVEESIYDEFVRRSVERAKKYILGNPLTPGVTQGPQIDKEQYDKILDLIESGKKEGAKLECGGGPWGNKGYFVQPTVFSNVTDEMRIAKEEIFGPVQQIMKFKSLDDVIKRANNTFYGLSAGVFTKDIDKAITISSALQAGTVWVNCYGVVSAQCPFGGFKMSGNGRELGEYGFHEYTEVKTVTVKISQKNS
Tau ThT inhib – tau fibrillization inhibition (ThT binding); P10636; recombinant tau K18 P301L (four-repeat tau fragment), heparin-induced fibrillization, ThT fluorescence; Potency, µM (series often up to 57.4 µM), for the others: at the highest dose activity, negative = inhibition, usual class: inhibitors; hit rate 2.1% among 270,000; AID 1460; also: nearly all actives have a fitted effect of over 55% in size
Target sequence (P10636 561-689 P618L limits assumed): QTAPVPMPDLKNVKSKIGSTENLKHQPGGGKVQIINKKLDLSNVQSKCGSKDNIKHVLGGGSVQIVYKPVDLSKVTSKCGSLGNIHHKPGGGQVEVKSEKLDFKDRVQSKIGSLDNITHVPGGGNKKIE
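In this qHTS, human K18 P301L tau is incubated with compound and heparin for 6 hr at 37 C, and Thioflavin T fluorescence then reports fibril load.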
Tau FP inhib – tau fibrillization inhibition (FP); P10636; K18 P301L tau heparin fibrillization, Alexa594 FP, 6 h; hit rate 0.39% among 280,000; Potency, µM (top dose mostly 57.7 µM), without a hit: at the top dose activity, negative = inhibition, hits mostly inhibitors; also: nearly all actives have a fitted effect of over 55% in size
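Human tau K18 […] P301L fragment, 15 uM unlabeled plus 0.24 uM Alexa 594-labeled tau (final), with compound and 20 uM heparin in 100 mM sodium acetate pH 7; 6 hr at 37 C, then Alexa 594 FP read.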
Active calls of the source: *; [ ] = another dose, or the depositor's remark. Unless noted, calls follow the shape of the dose curve; as a rule, active = well fitted curve in the direction sought with a large enough effect; inconclusive = small, poorly fitted or top-dose-only effect, or another doubt; inactive = no such curve, though single readings can be large; an effect the other way counts as inactive or inconclusive. Unless noted, % is scaled to controls: 0 for no effect and ±100 for the full control effect; potency is read from the fitted curve at half-maximal effect. No enrichment for hits; overall some 8.5% were active at least once.

What do the screens show for `COc1cccc(C(=O)N/N=c2\sc3ccccc3n2C)c1`?
TRb-SRC2 inh: -6%; TexasRed fluor: 0%; L3MBTL1 inh: 5%; GLA spleen mod: 3%; Tau fluor cs: 4%; ALDH1A1 inh: 2%; Tau ThT inhib: -5%; Tau FP inhib: -10%

How did Cc1nnc(SCc2cc(=O)[nH]c(Nc3nc(C)c4cc(C)c(C)cc4n3)n2)s1 do in these assays?
TRb-SRC2 inh: -3%; TexasRed fluor: -6%; L3MBTL1 inh: 9%; GLA spleen mod: -1%; Tau fluor cs: -1%; ALDH1A1 inh: 1%; Tau ThT inhib: -16%; Tau FP inhib: -2%

Results for CN(C)/N=C/c1ccc(/C=N/NC(N)=S)o1 ?
TRb-SRC2 inh: 3%; TexasRed fluor: 2%; L3MBTL1 inh: -4%; GLA spleen mod: -3%; Tau fluor cs: -17%; ALDH1A1 inh: -6%; Tau ThT inhib: inconclusive; Tau FP inhib: -9%

What do the screens show for `COc1nc(C)nc2c1sc1nc3c(cc12)COC(C)(C)C3`?
TRb-SRC2 inh: 0%; TexasRed fluor: 2%; GLA spleen mod: -5%; Tau fluor cs: -4%; ALDH1A1 inh: inconclusive; Tau ThT inhib: -9%; Tau FP inhib: 4%

How did Nc1nnnn1/N=C/c1ccccc1OCc1ccc(Cl)cc1 do in these assays?
TRb-SRC2 inh: -5%; TexasRed fluor: -2%; L3MBTL1 inh: -5%; GLA spleen mod: 6%; Tau fluor cs: -10%; ALDH1A1 inh: 1%; Tau ThT inhib: -3%; Tau FP inhib: -8%

What do the screens show for `Cc1ccccc1NC(=O)CSc1nc(N)c(C#N)cc1C#N`?
TRb-SRC2 inh: 0%; TexasRed fluor: 2%; GLA spleen mod: 5%; Tau fluor cs: -14%; ALDH1A1 inh: -15%; Tau ThT inhib: -16%; Tau FP inhib: -3%

How did Cc1cccc(NC(=O)CSc2nc3[nH]ncc3c(=O)n2-c2ccccc2)c1 do in these assays?
TRb-SRC2 inh: -5%; TexasRed fluor: -1%; L3MBTL1 inh: 3%; GLA spleen mod: 9%; Tau fluor cs: -8%; ALDH1A1 inh: 4.5µM*; Tau ThT inhib: -1%; Tau FP inhib: -6%

Results for Cc1cc(C)n2nc(S(=O)(=O)N(CC(C)C)CC(C)C)nc2n1 ?
TRb-SRC2 inh: -7%; TexasRed fluor: -1%; L3MBTL1 inh: 3%; GLA spleen mod: 6%; Tau fluor cs: -6%; ALDH1A1 inh: -1%; Tau ThT inhib: -11%; Tau FP inhib: 2%

What do the screens show for `Cc1ccc(C)n1Cc1ccccc1Cl`?
TRb-SRC2 inh: -1%; TexasRed fluor: 1%; L3MBTL1 inh: 7%[11.4 µM]; GLA spleen mod: -2%; Tau fluor cs: 3%; ALDH1A1 inh: -9%; Tau ThT inhib: -1%; Tau FP inhib: -4%

What do the screens show for `Cc1cc(NS(=O)(=O)c2ccc(NC(=S)NC(=O)c3cccc(S(=O)(=O)N(C)C)c3)cc2)no1`?
TRb-SRC2 inh: 4%; TexasRed fluor: -8%; L3MBTL1 inh: -22%; GLA spleen mod: 4%; Tau fluor cs: 3%; ALDH1A1 inh: inconclusive; Tau ThT inhib: 2%; Tau FP inhib: 5%

What do the screens show for `COCNc1nc(OCC#N)nc(N(C)C)n1`?
TRb-SRC2 inh: 1%; TexasRed fluor: 0%; L3MBTL1 inh: -2%; GLA spleen mod: -4%; Tau fluor cs: -3%; ALDH1A1 inh: -3%; Tau ThT inhib: -7%; Tau FP inhib: 7%

How did COc1ccc2sc3ccccc3c(=O)c2c1 do in these assays?
TRb-SRC2 inh: -3%; TexasRed fluor: -5%; L3MBTL1 inh: 48%[activator]; GLA spleen mod: 4%; Tau fluor cs: -21%; ALDH1A1 inh: inconclusive; Tau ThT inhib: inconclusive; Tau FP inhib: 0%

How did CC(C)(C)C(=O)/C=C(\N)c1ccncc1 do in these assays?
TRb-SRC2 inh: -13%; TexasRed fluor: -1%; L3MBTL1 inh: -1%; GLA spleen mod: 14%; Tau fluor cs: 3%; ALDH1A1 inh: 1%; Tau ThT inhib: 1%; Tau FP inhib: 4%

How did CCc1ccccc1N(CC(=O)N1CCN(c2ccc(F)cc2)CC1)S(C)(=O)=O do in these assays?
TRb-SRC2 inh: 4%; TexasRed fluor: 1%; L3MBTL1 inh: 0%; GLA spleen mod: -16%; Tau fluor cs: -1%; ALDH1A1 inh: 2%; Tau ThT inhib: -3%; Tau FP inhib: 1%

What do the screens show for `COc1ccc(-c2[nH]c(-c3ccccc3)nc2SCC(=O)Nc2ccc3c(c2)OCO3)cc1`?
TRb-SRC2 inh: -2%; TexasRed fluor: -3%; Tau fluor cs: 13µM*[quencher]; Tau ThT inhib: inconclusive; Tau FP inhib: 5%

What do the screens show for `Cc1ccccc1NC(=O)c1cc2c([nH]c1=O)CC(C)(C)CC2=O`?
TRb-SRC2 inh: -4%; TexasRed fluor: 2%; Tau fluor cs: 3%; Tau ThT inhib: 1%; Tau FP inhib: -10%

What do the screens show for `CCOC(=O)c1sc(NC(=O)C(CC)Sc2nccn2C)nc1C` (stereo unspecified)?
TRb-SRC2 inh: 2%; TexasRed fluor: -5%; L3MBTL1 inh: -2%; GLA spleen mod: 9%; Tau fluor cs: -12%; ALDH1A1 inh: -2%; Tau ThT inhib: -9%; Tau FP inhib: -1%

How did COc1ccc(CN2CC(C(=O)NCCC(C)C)CC2=O)cc1 (stereo unspecified) do in these assays?
TRb-SRC2 inh: -8%; TexasRed fluor: -8%; GLA spleen mod: -5%; Tau fluor cs: -3%; ALDH1A1 inh: -12%; Tau ThT inhib: -6%; Tau FP inhib: 8%

How did COc1ccc(NCC(O)Cn2c(C)c(C)c3ccccc32)cc1 (stereo unspecified) do in these assays?
TRb-SRC2 inh: 2%; TexasRed fluor: -5%; L3MBTL1 inh: inconclusive; GLA spleen mod: 4%; Tau fluor cs: inconclusive; ALDH1A1 inh: inconclusive; Tau ThT inhib: inconclusive; Tau FP inhib: 15%

What do the screens show for `O=C(/C=C/c1ccc(Cl)cc1Cl)N1CCc2ccccc21`?
TRb-SRC2 inh: -6%; TexasRed fluor: -2%; L3MBTL1 inh: 5%; GLA spleen mod: 0%; Tau fluor cs: -14%; ALDH1A1 inh: 2%; Tau ThT inhib: inconclusive; Tau FP inhib: -3%

What do the screens show for `O=C(Cc1cccc2ccccc12)N1CCCc2ccccc21`?
TRb-SRC2 inh: 5%; TexasRed fluor: -1%; L3MBTL1 inh: -1%; GLA spleen mod: -24%; Tau fluor cs: -9%; ALDH1A1 inh: -3%; Tau ThT inhib: -13%; Tau FP inhib: -2%

Results for CC(C)(C)c1ccc2c(c1)N(CC(=O)NCCCN1CCN(c3ccccc3F)CC1)C(=O)CO2 ?
TRb-SRC2 inh: -2%; TexasRed fluor: 1%; Tau fluor cs: -3%; Tau ThT inhib: -7%; Tau FP inhib: 8%

How did O=C(c1ccc(Cl)cc1)N1CCc2c([nH]c3ccccc23)C1C(F)(F)F (stereo unspecified) do in these assays?
TRb-SRC2 inh: 3%; TexasRed fluor: -1%; L3MBTL1 inh: -17%; GLA spleen mod: -10%; Tau fluor cs: -16%; ALDH1A1 inh: inconclusive; Tau ThT inhib: -11%; Tau FP inhib: 4%

What do the screens show for `COc1ccccc1NS(=O)(=O)c1cc(NC(=O)c2cccs2)ccc1N1CCCC1`?
TRb-SRC2 inh: -4%[53 µM]; TexasRed fluor: -1%[53 µM]; L3MBTL1 inh: -11%; GLA spleen mod: 0%; Tau fluor cs: inconclusive; ALDH1A1 inh: 13µM*; Tau ThT inhib: inconclusive; Tau FP inhib: -4%

What do the screens show for `CC(=O)Nc1ccc(-c2cn3cccnc3n2)cc1`?
TRb-SRC2 inh: -7%; TexasRed fluor: 0%; L3MBTL1 inh: -1%; GLA spleen mod: inconclusive; Tau fluor cs: 3%; ALDH1A1 inh: inconclusive; Tau ThT inhib: 5%; Tau FP inhib: -4%

What do the screens show for `Cc1nn(CC2CC2)c(=O)n1-c1ccccc1F`?
TRb-SRC2 inh: 6%; TexasRed fluor: 0%; L3MBTL1 inh: 8%; GLA spleen mod: 7%; Tau fluor cs: -1%; ALDH1A1 inh: 6%; Tau ThT inhib: -1%; Tau FP inhib: 0%

Results for O=C(COc1ccc(Cl)cc1)N1CCCC1 ?
TRb-SRC2 inh: -12%; TexasRed fluor: 0%; L3MBTL1 inh: -9%; GLA spleen mod: -5%; Tau fluor cs: -8%; ALDH1A1 inh: 7%; Tau ThT inhib: -9%; Tau FP inhib: -13%

Results for Cc1cc(N2C(=O)CC(N3CCN(C(c4ccccc4)c4ccccc4)CC3)C2=O)no1 (stereo unspecified) ?
TRb-SRC2 inh: 2%; TexasRed fluor: 1%; L3MBTL1 inh: -1%; GLA spleen mod: -15%; Tau fluor cs: 3%; ALDH1A1 inh: inconclusive; Tau ThT inhib: -14%; Tau FP inhib: 1%

4 structures already listed, sorted by molar mass, largest number first.
How did Cc1nnc(SCc2cc(=O)[nH]c(Nc3nc(C)c4cc(C)c(C)cc4n3)n2)s1 do in these assays?
TRb-SRC2 inh: -3%; TexasRed fluor: -6%; L3MBTL1 inh: 9%; GLA spleen mod: -1%; Tau fluor cs: -1%; ALDH1A1 inh: 1%; Tau ThT inhib: -16%; Tau FP inhib: -2%

What do the screens show for `O=C(/C=C/c1ccc(Cl)cc1Cl)N1CCc2ccccc21`?
TRb-SRC2 inh: -6%; TexasRed fluor: -2%; L3MBTL1 inh: 5%; GLA spleen mod: 0%; Tau fluor cs: -14%; ALDH1A1 inh: 2%; Tau ThT inhib: inconclusive; Tau FP inhib: -3%

What do the screens show for `COc1nc(C)nc2c1sc1nc3c(cc12)COC(C)(C)C3`?
TRb-SRC2 inh: 0%; TexasRed fluor: 2%; GLA spleen mod: -5%; Tau fluor cs: -4%; ALDH1A1 inh: inconclusive; Tau ThT inhib: -9%; Tau FP inhib: 4%

How did CC(C)(C)C(=O)/C=C(\N)c1ccncc1 do in these assays?
TRb-SRC2 inh: -13%; TexasRed fluor: -1%; L3MBTL1 inh: -1%; GLA spleen mod: 14%; Tau fluor cs: 3%; ALDH1A1 inh: 1%; Tau ThT inhib: 1%; Tau FP inhib: 4%
